FLuc stim CS = FLuc activators, initial screening, artefact control for FLuc-dependent activation tests, biochemical, ATPlite luminescence. activation factor at 10 µM. AID 1027, 2008. ATPlite luciferase biochemical, 10 min; 0 = ATP-free wells, 1 = DMSO control. Luciferin 4-monooxygenase (Photinus pyralis), P08659. 200,000 tested, under 10 active;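 active means luciferase activation factor, scaled between plate controls, of at least 2 with compound at 10 µM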
Target sequence (P08659 whole entry, looked up): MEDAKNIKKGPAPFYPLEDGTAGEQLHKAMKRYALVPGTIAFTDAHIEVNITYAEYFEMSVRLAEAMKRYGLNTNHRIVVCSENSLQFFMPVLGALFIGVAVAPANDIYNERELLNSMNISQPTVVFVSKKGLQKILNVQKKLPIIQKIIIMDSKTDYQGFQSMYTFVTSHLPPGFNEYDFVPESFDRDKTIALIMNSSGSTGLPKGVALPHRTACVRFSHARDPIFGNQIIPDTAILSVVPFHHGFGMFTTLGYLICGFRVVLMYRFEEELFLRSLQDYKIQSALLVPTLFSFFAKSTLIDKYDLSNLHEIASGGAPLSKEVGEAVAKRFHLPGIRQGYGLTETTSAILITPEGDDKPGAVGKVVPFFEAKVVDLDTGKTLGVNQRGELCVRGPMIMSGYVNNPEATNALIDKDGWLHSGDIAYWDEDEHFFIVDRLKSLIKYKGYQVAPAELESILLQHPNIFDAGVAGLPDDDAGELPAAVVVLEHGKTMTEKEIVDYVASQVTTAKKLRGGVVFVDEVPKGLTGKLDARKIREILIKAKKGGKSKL
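test system = cell-free luciferase reagent | medium = PBS as buffer for the ATP substrate | dosing = test compounds dosed from 2 mM stocks in 100% DMSO | incubation = 10 min at ambient temperature | detection = luminescence measurement of luciferase light output | benchmarks = low control with PBS replacing ATP, high control enzyme plus ATP without compound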
DTT redox prof = compounds producing H2O2 with reducing agent – biochemical, NIH compound library profiling, artefact control for MLSCN library redox annotation, primary screen. DTT-dependent redox cycling H2O2, phenol red/HRP absorbance; 100% = 100 µM peroxide control, 0% = buffer. activation, % at 10 µM. actives 0.03% (n = 200,000);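 active means activation of at least 50% relative to the plate's high and low controls in the primary single-dose screen; inactive means activation below 50%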;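 further: compound incubated with DTT at 0.8 mM final as the reducing agent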
FLuc inhib CS = firefly luciferase enzyme inhibitors, primary screen, artefact control for luciferase-based inhibitor screens, biochemical, luminescence, ATPLite. 10 min. inhibition, % at 10 µM. actives 1.5% (n = 200,000);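 active means inhibition above about 50% when tested at 10 µM, limit read from the data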
G6PDH counter = L. mesenteroides G6PDH inhibitors, counter-screen for G6PDH-coupled screening assays, biochemical, Leuconostoc mesenteroides enzyme | glucose-6-phosphate dehydrogenase [Leuconostoc mesenteroides] | Purified L. mesenteroides G6PDH, diaphorase/resazurin coupled fluorescence, 45 min | inhibition, % at 5 µM | actives 0.12% (n = 200,000) | AID 1020, 2008; in the data active means inhibition above about 50%
APP 5'UTR act = activators of APP 5'UTR luciferase reporter, primary screen, SH-SY5Y cells. AID 1276, 2008. actives 1% (n = 190,000). activation, % at 2 µM. SH-SY5Y APP 5'UTR luciferase reporter, luminescence; zero percent = DMSO vehicle wells;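 active means activation above a set limit, based on mean plus 3 SD of controls, cut at about 140% in these data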; further: values of inactives mirror those of a sister screen read the other way
Hsp70 act = Hsp70 transcriptional activators, primary screen, cell-based, HeLa, Hsp70 promoter luciferase, luminescence, 10 µM; HeLa Hsp70 promoter luciferase reporter; scaled: vehicle 0, proteasome-inhibitor control 100%; activation, % at 10 µM; actives 0.04% (n = 200,000);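 active means activation above the mean across all tested compounds plus 3 SD, cutoff set per campaign, cut at about 5.5% in these data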;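 further: 100% = MG132 at 30 µM as the positive control and 0% = DMSO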
STAT1 activator = STAT1 signaling activators, primary screen, cell-based, HTS, luciferase reporter. activation (% of control), % at 5.5 µM. NIH 3T3 STAT1-luciferase reporter, IFN-gamma, luminescence; 100% = IFN-gamma alone, no compound. actives 2.6% (n = 200,000). AID 932, 2007;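 active means activation above the screen-wide mean activation plus 3 SD, cut at about 130% in these data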;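 further: raw ratio to IFN-gamma control signal so 100% means no change and 0% no light; values of inactives mirror those of a sister screen read the other way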
APP 5UTR inh = inhibitors of APP translation via 5'UTR reporter, primary screen, APP 5'UTR luciferase, SH-SY5Y cells; AID 1285, 2008; SH-SY5Y APP 5'UTR-luciferase reporter, luminescence; actives 0.82% (n = 190,000); inhibition, % at 2 µM;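 active means inhibition above a set limit, derived from the sample mean plus 3 SD, cut at about 45% in these data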; further: values of inactives mirror those of a sister screen read the other way
Efa HMGR inh = inhibitors of E. faecalis class II HMGR, primary screen, biochemical, Enterococcus faecalis. inhibition, % at 10 µM. AID 1066, 2008. actives 0.41% (n = 190,000). HMG-CoA reductase (Enterococcus faecalis, mvaE). purified E. faecalis HMGR, NADPH absorbance 340 nm kinetic;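 active means inhibition above a set limit, the median over all tested compounds plus 3 SD, cut at about 9.5% in these data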;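 further: enzyme runs in reverse so mevalonate oxidation gives rising NADPH absorbance; 0% = complete reaction with DMSO and 100% = background rate lacking mevalonate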
NF-kB expr up = activators of NF-kB expression in neurons, primary screen, cell-based, HTS; actives 1.6% (n = 190,000); fold change at 12.5 µM; human neuronal cells, NF-kB reporter expression; active compounds read high; in the data active means fold change above about 3.3
Starred values were filed as active, the others as inactive; · = no result given.

SMILES	FLuc stim CS	DTT redox prof	FLuc inhib CS	G6PDH counter	APP 5'UTR act	Hsp70 act	STAT1 activator	APP 5UTR inh	Efa HMGR inh	NF-kB expr up
O=C(Nc1ccccc1Cl)OCc1cncs1	1	-1.0	2	2	-3	0.0	112	3	-5	1.5
O=C1c2cccnc2C(O)N1C1CCCCC1 (centres undefined)	1	-0.2	2	-5	7	0.1	106	-7	-1	0.97
Cc1ccccc1NC1=C(C(=O)c2ccccc2)N(C)S(=O)(=O)c2ccccc21	1.1	-4.3	-5	2	3	-0.2	97	-3	-1	0.93
O=C(O)c1cc2n(n1)CCN(Cc1ccccc1Cl)C2=O	1.1	-0.5	-10	7	-11	-0.1	99	11	-2	1.2
COc1ccc(/C=N/OCC(=O)NC(c2ccccc2)c2ccccc2)cc1OC	1	0.3	-4	8	-22	0.0	80	22	2	1.1
O=C1N(Cc2cccc(Cl)c2)C[C@@H]2C[C@@H](c3cccn3-c3nccs3)N3CCC[C@@]123	1	-1.7	-2	6	7	-0.2	96	-7	-4	0.99
CC(OC(=O)CCc1nc2ccccc2c(=O)[nH]1)C(=O)NC1CCCC1 (centres undefined)	1	0.5	-1	-5	5	-0.4	86	-5	0	1.2
CCc1nc(-n2[nH]c(=O)c3ccccc3c2=O)c2c3c(sc2n1)CCCC3	·	-4.6	·	·	1	-0.2	96	-1	·	·
Cc1nnn(C23CC4CC(CC(C(=O)NN)(C4)C2)C3)n1	1.1	-0.3	-10	9	16	-0.2	99	-16	1	0.97
Cc1ccc(NC(=O)CSc2nnc(NC(=O)CN3CCOCC3)s2)cc1	1	-0.8	2	39	-6	0.2	99	6	-1	1.2
O=c1[nH]c2ccccc2n1C1CCCCC1	1	0.8	-1	3	-64	-0.3	95	64*	-4	1.2
C#Cc1ccc([C@@H]2C=C(C(=O)N3CCN(Cc4ccccc4)CC3)O[C@H](OCC)[C@H]2CCCO)cc1	1.1	0.4	-6	10	20	-0.3	94	-20	-3	0.62
CCn1c(SCC(=O)c2ccc3c(c2)OCCO3)nnc1C(C)C	1	0.3	3	2	1	-0.1	108	-1	1	1.5
COc1ccccc1NC(=O)c1cc2n(n1)C(C(F)(F)F)CC(c1ccc3c(c1)OCO3)N2 (centres undefined)	1.1	-4.4	-8	-47	-5	-0.3	94	5	-9	0.91
O=C(/C=C/c1ccccc1Cl)c1ccc[nH]1	0.5	-0.4	48	14	53	0.2	87	-53	-4	4.3*
CCOC(=O)c1ccc(NNC(C)=O)c([N+](=O)[O-])c1	1	-0.4	0	20	-11	0.1	94	11	-4	1.1
CCc1ccc(Nc2ccc(S(=O)(=O)N3CCOCC3)cc2[N+](=O)[O-])cc1	1.2	-0.3	-17	0	0	-0.6	89	0	-7	0.84
CCC(=O)NCCCNc1nc2c(C)cccc2cc1C#N	1	-1.0	-4	6	30	-0.2	92	-30	4	1.2
CCCC(=O)Nc1ccc(C(=O)NNC(=S)NC(=O)c2cccs2)cc1	1.1	-3.8	-9	8	6	-0.1	93	-6	-5	0.84
CCOC(=O)C(C)S(=O)(=O)c1ccc(C(F)(F)F)cn1 (centres undefined)	1	-1.1	-4	-11	-13	-0.3	100	13	-2	1.4
CCc1ccc(Nc2ncc3c(n2)CC(c2ccc(OC)cc2)CC3=O)cc1 (centres undefined)	1.1	2.3	-6	9	9	-0.1	107	-9	0	0.99
O=C(O)CCNC(=O)/C(=C/C=C/c1ccccc1)NC(=O)c1ccccc1	1	-1.0	1	5	12	0.5	107	-12	-5	1.3
Cc1ccc(S(=O)(=O)n2c([N+](=O)[O-])cnc2C)c(C)c1C	1	0.4	0	-4	-2	-0.1	102	2	-5	1.1
Cc1nn2c(-c3ccncc3)nnc2c2ccccc12	1.1	0.9	-10	-16	-1	-0.2	102	1	-5	0.98
CC1(C)NC(C(=O)O)Cc2c1[nH]c1ccccc21 (centres undefined)	0.9	-0.2	6	11	3	-0.5	87	-3	-6	1
O=C(Cc1ccccc1Cl)NNC(=O)Nc1ccccc1	1	-0.5	-1	-1	-12	-0.3	100	12	-3	1.2
CCCCC(=O)Nc1ccc(C(=O)NNC(=O)c2ccccc2Br)cc1	1.1	2.0	-5	0	0	-0.2	104	0	-4	0.97
O=C(CSc1nnc(-c2ccccc2)c(-c2ccccc2)n1)Nc1ccc(Br)cn1	1	0.7	-5	10	15	-0.5	90	-15	-13	0.89
CC(C)n1c(=N)c(C(=O)NCCc2ccccc2)cc2c(=O)n3ccccc3nc21	1.1	0.4	-8	9	22	-0.2	100	-22	-6	0.48
CCS(=O)(=O)N1CCCC(C(=O)NCCc2ccc(C)cc2)C1 (centres undefined)	1	0.5	-5	3	-1	-0.3	94	1	4	1

The final four records of the section before lead into the next:
SMILES	FLuc stim CS	DTT redox prof	FLuc inhib CS	G6PDH counter	APP 5'UTR act	Hsp70 act	STAT1 activator	APP 5UTR inh	Efa HMGR inh	NF-kB expr up
CCCCC(=O)Nc1ccc(C(=O)NNC(=O)c2ccccc2Br)cc1	1.1	2.0	-5	0	0	-0.2	104	0	-4	0.97
O=C(CSc1nnc(-c2ccccc2)c(-c2ccccc2)n1)Nc1ccc(Br)cn1	1	0.7	-5	10	15	-0.5	90	-15	-13	0.89
CC(C)n1c(=N)c(C(=O)NCCc2ccccc2)cc2c(=O)n3ccccc3nc21	1.1	0.4	-8	9	22	-0.2	100	-22	-6	0.48
CCS(=O)(=O)N1CCCC(C(=O)NCCc2ccc(C)cc2)C1 (centres undefined)	1	0.5	-5	3	-1	-0.3	94	1	4	1
O=C(O)COc1ccccc1/C=N/Nc1ccc(S(=O)(=O)Nc2ccc(Cl)cc2)cc1[N+](=O)[O-]	1	-2.9	-3	-1	-1	-0.3	102	1	-1	1.1
O=C(c1cc2cc([N+](=O)[O-])ccc2oc1=O)N1CCN(c2ncccn2)CC1	1.1	0.2	-8	2	-1	-0.5	103	1	-4	1.3
CCN(CC)S(=O)(=O)c1ccc(C(=O)NCc2ccc(C)cc2)cc1	1	2.0	-3	4	-5	-0.2	98	5	6	1.4
CC(C)CC(=O)Nc1ccccc1N1CCN(C(=O)c2ccccc2)CC1	1	0.8	1	-2	20	-0.5	88	-20	2	1.4
CNC(=O)c1cccnc1Nc1cccc(C(F)(F)F)c1	1	0.5	-3	6	21	-0.3	113	-21	-8	1.1
CCOC(=O)C1=C(C)NC(=O)NC1c1cn(-c2ccccc2)nc1-c1cccs1 (centres undefined)	1	-2.3	-2	-6	-2	0.0	100	2	-2	0.72
CC(C)COC(=O)c1ccc(NC(=O)C2C3CCC(C3)C2C(=O)O)cc1 (centres undefined)	1	-0.1	0	1	65	-0.2	143*	-65	-2	0.93
COc1cc(C(=O)OCC(=O)N2CCCCC2C)ccc1OCc1c(C)noc1C (centres undefined)	1	-1.7	-3	8	-10	0.1	96	10	-2	1.1
Cc1sc2ncnc(Nc3ccccc3)c2c1C	1.1	0.2	-5	8	·	-0.4	95	·	-3	1.2
Cc1ccc(O)c(NC(=O)CCC2CCCCC2)c1	0.6	1.6	40	0	64	0.9	112	-64	-5	4.1*
CCCCOC(=O)CSc1nc(N)c(C#N)c(-c2ccc(OCC)cc2)c1C#N	1	-1.7	-1	0	5	-0.2	89	-5	1	0.95
CCOc1ccc(N(CC(=O)NC2CCCCCC2)S(=O)(=O)c2c(C)noc2C)cc1	1.1	-0.1	-7	8	-15	-0.2	96	15	-2	0.99
CCOc1ccccc1NC(=O)Nc1cnccn1	1.1	-0.7	-6	4	8	-0.2	108	-8	-2	1.5
CSc1nc(-c2ccco2)cc(-c2ccccc2)c1C#N	1	3.6	-1	8	-1	0.7	95	1	-6	1
COc1ccc(-c2cc(C3CCN(c4ncccc4[N+](=O)[O-])CC3)[nH]n2)cc1	1	0.1	-1	11	-3	-0.3	97	3	-3	0.56
Cc1c(NC(=O)c2nn3c(c2Br)NC(c2ccccc2)CC3C(F)(F)F)c(=O)n(-c2ccccc2)n1C (centres undefined)	1	-0.2	-3	9	11	-0.5	89	-11	-6	1.2
CC(Nc1cc(N2CCOCC2)ccc1[N+](=O)[O-])c1ccccc1 (centres undefined)	1.1	1.3	-6	7	5	-0.2	103	-5	-3	1.4
O=C(N/N=C\C=C\c1ccc2c(c1)OCO2)C1COc2ccccc2O1 (centres undefined)	1	-0.6	3	-3	6	0.0	99	-6	-5	1.2
Cn1nnnc1SC(C(=O)Nc1ccc(F)cc1)c1ccccc1 (centres undefined)	1.1	0.0	-8	6	-9	-0.1	93	9	-4	1.1
Cc1ccc(OC(=O)N2CCOCC2)cc1	0.9	-0.6	5	8	2	2.2	104	-2	-3	0.99
CCOc1ccccc1NC(=O)CSc1nnc2c(CC)c(C)nc(N)n12	1.1	2.7	-6	-8	-8	-0.4	100	8	-2	0.93
C/C(=C\c1ccccc1)CN1CCN(c2cccc(Cl)c2)CC1	1.1	3.0	-8	11	3	0.0	100	-3	-3	1.1
CCCc1nc(SCC(N)=O)[nH]c(=O)c1CC	1	-0.6	-3	5	5	-0.2	105	-5	1	1.3
CC1CCCC(C(=O)O)N1C(=O)CCS (centres undefined)	1.1	0.3	-5	2	5	-0.2	102	-5	1	0.7
CCCCCCCn1c(C)nnc1-c1cnn(C)c1N	1	-2.8	-4	3	47	-0.1	99	-47	2	1.2
CCC(=O)NS(=O)(=O)c1ccc(N=NN2CCCCC2)cc1	1	-0.6	-1	12	7	-0.4	101	-7	-3	1.3
CCNS(=O)(=O)c1ccc(NC(=S)NCC2CCCO2)cc1 (centres undefined)	1	-0.9	-3	4	-2	0.3	100	2	-4	1
CN1CCN(c2ccc(C(=O)c3cn(-c4ccc(F)c(Cl)c4)nn3)cc2)CC1	1	-1.5	-4	-9	40	0.3	101	-40	-4	1.1
O=C(CSc1nnc(-c2cccnc2)s1)Nc1cccc(C(=O)O)c1	1	-0.3	0	1	-1	-0.2	99	1	3	1.1
COC(=O)C(CC(C)C)NC(=O)/C=C/c1ccccc1Cl (centres undefined)	1	-0.4	-3	13	-4	-0.5	113	4	0	1
COc1ccccc1OCCOC(=O)Nc1ccccc1	0.9	0.1	6	14	10	-0.3	98	-10	-3	1.4
COc1ccccc1C1C=C(c2ccc(Cl)cc2)Nc2nc(NS(C)(=O)=O)nn21 (centres undefined)	1.1	1.4	-6	0	20	-0.4	96	-20	-4	0.99
CN1CCN(S(=O)(=O)c2ccc(NC(=O)c3ccco3)cc2)CC1	1	1.9	-5	1	-9	-0.3	99	9	3	1.1
O=[N+]([O-])c1cccc(N/N=C/c2cccc(O)c2O)c1	0.9	-0.7	11	25	-35	-0.1	108	35	-1	2.5
CC1CCc2cc(F)ccc2N1C(=O)CSc1nnc(-c2cccs2)n1C (centres undefined)	1	2.4	-1	4	2	-0.4	87	-2	-14	1.4

Screening results from PubChem.
